LmPK inhibitor = qHTS Assay for Inhibitors of Leishmania Mexicana Pyruvate Kinase (LmPK); Potency, µM (series often up to 57.5 µM), for the others: at the top dose activity change, negative = inhibition, most hits filed as inhibitors; AID 1721, 2009; actives 0.37% (n = 290,000); purified LmPK, Kinase-Glo ATP luminescence, 1 h
Target sequence (Q27686 whole entry, looked up): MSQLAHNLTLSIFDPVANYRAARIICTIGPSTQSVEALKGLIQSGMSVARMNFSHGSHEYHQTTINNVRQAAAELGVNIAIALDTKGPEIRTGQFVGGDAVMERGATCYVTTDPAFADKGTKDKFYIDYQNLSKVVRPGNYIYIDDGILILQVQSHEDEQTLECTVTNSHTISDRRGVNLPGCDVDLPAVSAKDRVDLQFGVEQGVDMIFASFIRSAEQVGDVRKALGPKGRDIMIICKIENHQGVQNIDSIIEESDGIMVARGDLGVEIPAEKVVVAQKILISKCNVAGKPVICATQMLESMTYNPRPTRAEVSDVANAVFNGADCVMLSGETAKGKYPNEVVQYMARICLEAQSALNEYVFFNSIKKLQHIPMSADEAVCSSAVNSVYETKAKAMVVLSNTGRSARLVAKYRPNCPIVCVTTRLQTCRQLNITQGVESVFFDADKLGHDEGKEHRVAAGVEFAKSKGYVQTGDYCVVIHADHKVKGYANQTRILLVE
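Purified LmPK (0.1 nM) with 0.5 mM PEP and 0.1 mM ADP in imidazole buffer pH 7.2 with MgCl2/KCl, 1 h at room temperature. ATP formed was read by luciferase luminescence and normalized to no-enzyme and uninhibited controls.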
Tb PYK inh = qHTS of Trypanosoma Brucei Inhibitors; TbPYK enzyme, Kinase-Glo Plus ATP luminescence, 45 min; Potency, µM (doses to about 76.8 µM), for inactives: at the highest dose activity, negative = inhibition, usual class: inhibitors; actives 0.12% (n = 410,000); note: nearly all actives have a fitted effect of over 50% in size
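Assay buffer: 50 mM TEA pH 7.2, 100 mM KCl, 10 mM MgCl2, 0.05% BSA, 0.01% Tween-20. Pyruvate kinase from T. brucei plus substrate met compound, then ADP (130 uM final). Luminescence was read post 45 min RT.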
HCV inh = qHTS Assay for Inhibitors of Hepatitis C Virus (HCV); Huh7.5.1 HCVcc-Cre infection, luciferase reporter, 44 h; Potency, µM (highest dose often 41.8 µM), inactives show top-dose activity change, negative = inhibition, actives largely listed as inhibitors; actives 3.4% (n = 340,000); AID 651820, 2012
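Reporter virus HCVcc-Cre (~0.5 moi) infects cells exposed to compound; seeding density 1,000 cells/well with 4 h settling beforehand. Luminescence, 15 sec read, taken 44 h post-infection following a 15 min RT substrate incubation.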
Pf growth 48h = Primary qHTS for delayed death inhibitors of the malarial parasite plastid, 48 hour incubation | actives 5.9% (n = 310,000) | AID 504832, 2011 | Potency, µM (series often up to 28.7 µM), for the others: at the top dose activity change, negative = inhibition, most hits filed as inhibitors | P. falciparum luciferase growth in erythrocytes, 48 h
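Firefly luciferase activity from engineered P. falciparum reports growth; inhibitors lower the luminescent signal. Cultures contained 2% hematocrit erythrocytes at 0.1% final parasitemia.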
Sm TGR inh = qHTS Assay for the Inhibitors of Schistosoma Mansoni Peroxiredoxins; Potency, µM (series often up to 114 µM), for the others: at the top dose activity change, negative = inhibition, usual class: inhibitors; purified TGR, DTNB reduction, TNB absorbance 405 nm; Schistosoma mansoni thioredoxin glutathione reductase (TGR), Q962Y6; AID 485364, 2010; actives 3% (n = 360,000); note: nearly all actives have a fitted effect of over 60% in size
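TGR 20 nM + NADPH 100 uM (dispensed conc.), cpd preinc 15 min RT; start with NADPH (500 uM addition) then DTNB (15 mM addition). Kinetic TNB absorbance, 405 nm filter. Four-parameter Hill fit across titration.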
Pf growth 96h = Primary qHTS for delayed death inhibitors of the malarial parasite plastid, 96 hour incubation. actives 6.9% (n = 320,000). AID 504834, 2011. Potency, µM (highest dose often 28.7 µM), inactives show at the top dose activity change, negative = inhibition, most hits filed as inhibitors. P. falciparum luciferase reporter growth, 96 h
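Compounds incubated with erythrocytes infected by luciferase-expressing P. falciparum (2% hematocrit, 0.05% parasitemia final) for 96 hours, 37 C in 5% CO2. Growth inhibition scored as decreased luciferase luminescence.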
The depositor's hits bear a star; ? = inconclusive; nt = no result given; & = joins results of further samples; [ ] = remark or other dose. Calls come from the whole dose curve; as a rule, active = well fitted curve in the direction sought with a large enough effect; inconclusive = small, poorly fitted or top-dose-only effect, or another doubt; inactive = no such curve, though single readings can be large; an effect the other way counts as inactive or inconclusive. % is set by controls: 0 for no effect and ±100 for the full control effect; potency is the fitted concentration of half-maximal effect. Rows are unselected (roughly 16% active in at least one column).

SMILES | LmPK inhibitor | Tb PYK inh | HCV inh | Pf growth 48h | Sm TGR inh | Pf growth 96h
O=C(COC(=O)C1(c2ccc(F)cc2)CCCC1)N1CCN(C(=O)c2ccco2)CC1 | -2% | 0% | ? | ? | -24% | ?
CCn1cc(C(=O)NC2CC3CCC2C3)c(=O)c2ccc(C)nc21 (stereo unspecified) | 1% | nt | nt | -13% | 0% | 5.2µM*
CCCCNC(=O)c1ccc(CNS(=O)(=O)c2ccc(Br)cc2)cc1 | -1% | -2% | -5% | -4% | -6% | 31%[activator]
CCNC(=O)NC(=O)C(C)OC(=O)C1CCN(S(=O)(=O)c2ccccc2F)CC1 (stereo unspecified) | 0% | -12% | 1% | 0% | -3% | 53%[activator]
O=C(c1ccc(Oc2ccc([N+](=O)[O-])cc2)cc1)N1CCCCCC1 | 0% | -3% | 25µM* | 26% | 1% | 3%
CC(C)N1CC(O)=C(c2ccccc2)C1=N | 0% | 3% | 2% | 13% | 2% | 27%
Cc1cc(NC(=O)COC(=O)[C@@H](NS(=O)(=O)c2ccccc2)C(C)C)no1 | -1% | 0% | 29% | 5% | -3% | 8%
O=C1OC(c2ccc(O)cc2)(c2ccc(O)cc2)c2ccccc21 | 8% | -1%&0% | ? | -6%&-11% | 0% | 19%&10%
O=C(Cn1c(=O)c2cccn2c2ccccc21)NCCCN1CCCCC1 | -4% | 19% | 9% | 8% | -3% | -25%
O=C(O)CSc1nc2ccccc2[nH]1 | 0% | -15% | 0% | nt | -7% | ?
C/C=C(/C)C(=O)Nc1cccc(C2=NOC3(C2)C[C@H](C(N)=O)N(C(=O)c2ccccc2)C3)c1 (stereo partly specified) | 1% | 0% | 8% | 17% | -3% | ?
COc1ccc(S(=O)(=O)N(C)C(C)CCc2ccco2)cc1 (stereo unspecified) | 5% | -9% | -4% | ? | 20µM* | ?
Cc1cc(F)ccc1S(=O)(=O)Nc1ccccc1C(=O)N1CCCC1 | nt | -5% | -3% | -5% | -20% | -7%
O=C1CC(N2CCC(c3nc4ccccc4[nH]3)CC2)C(=O)N1Cc1ccccc1 (stereo unspecified) | 0% | -2% | 1% | -18% | ? | 11%
CCOC(=O)CSC1=N/C(=C\c2cccnc2)C(=O)N1c1ccc(OC)cc1 | -4% | 3% | 5% | 30%[activator] | -16% | ?
CCOC(=O)c1c(C)[nH]c(C)c1C(=O)CSc1nnc(-c2ccncc2)n1C | 0% | -10% | 23% | nt | 2%[11.4 µM] | 2%
COc1cc(OC)c2ccc(=O)oc2c1C(CCN1CCCC1)c1ccc2c(c1)OCO2 (stereo unspecified) | 0% | 0% | -8% | ? | 3% | ?
Cc1ccc(OCC(=O)NC2CCCC(C)C2C)c([N+](=O)[O-])n1 (stereo unspecified) | nt | 0% | 4% | 18% | 3% | 15%
Cc1ccc(CN2CCN(Cc3ccc4cc(F)ccc4n3)CC2CCO)o1 (stereo unspecified) | -1% | -3% | 2% | 18% | 18µM* | ?
CCC(NC(=O)c1cc(COc2ccc(Cl)cc2OC)on1)c1ccncc1 (stereo unspecified) | 1% | 1% | nt | 9% | 0% | -5%
Nc1nonc1C(=O)N/N=C/c1cc2c(cc1Br)OCO2 | -3% | -21% | -1% | 23% | 6% | 46%[activator]
S=c1[nH]nc(-c2ccc(Br)o2)n1Cc1ccccc1 | ? | 10µM* | 42%[activator] | 0% | 4% | nt
COc1cc(NC(=O)c2cccc3c2C(=O)N(C2CCCCC2)C3)cc(OC)c1OC | -5% | 3%&2% | 6.3µM* | 12µM* | -3%&6% | ?
CCS(=O)(=O)Nc1ccc(Cc2ccncc2)cc1 | 4% | -2% | 0% | 12% | 1% | 27%
O=S1(=O)NC(c2ccccc2)CC(CC2CCCCC2)O1 (stereo unspecified) | -6% | 3% | -12% | 45%[activator] | 9% | 13%
New compounds follow
SMILES | LmPK inhibitor | Tb PYK inh | HCV inh | Pf growth 48h | Sm TGR inh | Pf growth 96h
Cc1ccc(S(=O)(=O)CC(=O)Nc2sc(C)c(C)c2C(N)=O)cc1 | nt | -4% | 14% | 2% | ? | 1%
CCCCCNS(=O)(=O)c1cc(C)ccc1OC | -1% | 24% | 7% | -11% | -4% | 12µM*
O=C(NCc1ccc2c(c1)OCO2)C(=O)NC1CCCCC1 | -1% | -5% | 7% | 10% | 2% | nt
CCOP(=O)(OCC)C(NC(=O)NC)C(N)=O (stereo unspecified) | 1% | -1% | 4% | 14% | 15% | -7%
CCc1nnc(NC(=O)c2ccc3c(c2)C(=O)N(C(C)(C)C)C3=O)s1 | -1% | -1% | 12% | 34%[activator] | ? | 47%[activator]
ONC(=Nc1ccccc1Cl)c1ccccc1Cl | 1% | 1% | 4% | 74%[activator] | -1% | ?
Cc1ccccc1OCC(=O)Nc1ccncc1 | -1% | 2% | ? | -2% | -31% | -43%
COc1cc(CNCc2ccccn2)ccc1OCc1ccc(Cl)cc1 | 0% | -6% | -4% | ? | 8% | -27%
COc1cccc(NC(=O)CSc2nccn2-c2cccc(OC)c2)c1 | 3% | -6% | -18% | 3% | 8% | 12µM*
COc1cc2c(cc1OC)CN(S(=O)(=O)c1cccc(F)c1)CC2 | 0% | 0% | 5% | 17% | 9% | -25%
CCOC(=O)c1c(C)[nH]c(C)c1C(=O)CSc1ncccn1 | -1% | 5% | 9% | 8% | 3% | nt
C=CCOc1ccccc1CN1CCCN(C)CC1 | -10% | 3% | 11% | 6% | 4% | 54%[activator]
COc1ccc(OC)c(Nc2nc(-c3cccs3)cs2)c1 | -1% | 0% | 14µM* | 1% | -9% | nt
Cc1cccc(NC(=O)c2ccccc2NC(=O)C(C)(C)C)n1 | -2% | -4% | 14% | -2% | 3% | 46%[activator]
Cc1cccc(NC(=O)c2ccc(Cl)c(S(=O)(=O)N3CCCCCC3)c2)n1 | nt | -15% | -13% | ? | 3% | ?
CCCCCN1C2=NCCN2c2ccccc21 | 2% | -23% | -19% | ? | 1% | 8.3µM*
CC(OC(=O)CCC(=O)c1ccc(F)cc1)C(=O)NC1CCCCC1C (stereo unspecified) | -3% | 1% | 6% | 4% | -1% | 15%
CNC(=S)N1N=C(c2ccc(C)cc2)CC1c1cc(OC)ccc1OC (stereo unspecified) | 0% | 3% | ? | ? | nt | -29%
CCOC(=O)C1CC(=O)c2cc(OC)c(OC)cc2C1 (stereo unspecified) | 4% | 1% | 6% | ? | 4% | 0%
Cc1ccccc1CSc1nn2c(=O)c(C)nnc2s1 | 2%[11.5 µM] | -1% | 20% | 5.2µM* | -4% | ?
O=C(CCCn1c(=O)oc2ccccc21)Nc1cccnc1 | 2% | 5% | 25% | 4% | -14% | 0%
Clc1ccc(CO/N=C2\CCCc3nonc32)c(Cl)c1 | -3% | -2% | 12% | 51%[activator] | 6% | 31%[activator]
C=CCNC(=O)c1onc(CSc2cccc(OC)c2)c1C(=O)NCC=C | 9% | 5% | ? | ? | 4% | 46%[activator]
N#Cc1c2n(c3c(=O)n(CC(=O)c4ccc(Br)cc4)cnc13)CCCC2 | -1% | -4% | -19% | -7% | 2% | 1%
O=C(Nc1ccccc1C(=O)NCCc1ccc(O)cc1)c1ccco1 | 3% | 13% | -6% | -12% | 2% | -2%

Three successive entries from above:
SMILES | LmPK inhibitor | Tb PYK inh | HCV inh | Pf growth 48h | Sm TGR inh | Pf growth 96h
Cc1ccc(S(=O)(=O)CC(=O)Nc2sc(C)c(C)c2C(N)=O)cc1 | nt | -4% | 14% | 2% | ? | 1%
CCCCCNS(=O)(=O)c1cc(C)ccc1OC | -1% | 24% | 7% | -11% | -4% | 12µM*
O=C(NCc1ccc2c(c1)OCO2)C(=O)NC1CCCCC1 | -1% | -5% | 7% | 10% | 2% | nt

Additional entries follow.
SMILES | LmPK inhibitor | Tb PYK inh | HCV inh | Pf growth 48h | Sm TGR inh | Pf growth 96h
O=[N+]([O-])c1cc([N+](=O)[O-])c(N2CCCCCC2)cc1NCCO | 2% | -3% | 5% | 0% | -1% | 96%[activator]
O=C(NCc1cccs1)C(=O)c1cn(CC(=O)N2CCOCC2)c2ccccc12 | -1%[11.5 µM] | -4% | 1% | 27% | 10% | 44%[activator]
COc1ccc(N2CCN(S(=O)(=O)c3cccc4nsnc34)CC2)cc1 | -1% | -12% | 12% | nt | -11% | 21%
O=C(c1ccccc1)N(Cc1cccc(Br)c1)C1CCS(=O)(=O)C1 (stereo unspecified) | 2% | -12% | 18% | 13% | 6% | 9%
Cc1ccc(C(=O)CSc2nc(C)cc(SCc3nnc(-c4ccccc4)o3)n2)cc1 | 11% | 3% | 8%&-12% | -8% | 9% | ?
O=C(NCc1nnc(SCC(=O)N2CCCCC2)o1)c1ccc(F)cc1 | -3% | -12% | 8% | 35%[activator] | 5% | 2%
O=C(NCCCn1ccnc1)C(=O)NCC1OCCCN1S(=O)(=O)c1ccc(Cl)cc1 (stereo unspecified) | 1% | -6% | 0% | -9% | -2% | 3%
COc1ccc(Cl)cc1NC(=O)c1noc2c1CCCC2 | 10% | -1% | -25% | 5% | 0% | 194%[activator]
NC(=O)c1c(NC(=O)C(=O)N2CCOCC2)sc2c1CCC2 | 1% | 2% | 17% | 32%[activator] | 6% | -22%
COc1cccc(OC)c1C(=O)Nc1cccc(C(C)=O)c1 | 3% | 1% | -1% | 19% | -5% | -4%
O=C(CCCCCNC(=O)c1ccccc1)N/N=C/c1ccc(O)cc1O | -1% | 4% | -5% | ? | 7% | ?
COC(=O)c1ccccc1NC(=O)CN1CCN(Cc2ccccc2)CC1 | 0% | 5% | -11% | ? | 0% | -21%
COc1ccc(-n2c(N)c(C(=O)NCc3ccco3)c3nc4ccccc4nc32)cc1 | 5% | 2% | ? | ? | 45µM* | ?
COc1ccc(Cl)cc1C(=O)NCCN1CCOCC1 | -4% | 3% | 0% | -6% | 9% | ?
CN(C(=O)c1cccc(S(=O)(=O)N2CCCC2)c1)C1CCCCC1 | nt | -19% | 10% | 19% | -3% | -29%
CC(=O)Nc1nc(COc2ccc3ccccc3c2)cs1 | 6% | nt | ? | nt | 7% | 123%[activator]
CCCCCC(=O)N/N=C(\C)c1ccc(NC(=O)c2ccco2)cc1 | -1% | 0% | -16% | 47%[activator] | 11% | 118%[activator]
CCOC(=O)Cc1cc(=O)c2c(=O)n(-c3ccccc3)[nH]c2[nH]1 | 1% | -2% | 1% | -18% | 0% | -3%
CCCCCCCNC(=O)C1CC(=O)N(C)C(=Nc2ccc(OC)cc2)S1 (stereo unspecified) | 1% | 1% | -16% | -10% | -8% | 2%

Three compounds already listed, arranged by molecular weight, descending.
SMILES | LmPK inhibitor | Tb PYK inh | HCV inh | Pf growth 48h | Sm TGR inh | Pf growth 96h
O=C(NCc1cccs1)C(=O)c1cn(CC(=O)N2CCOCC2)c2ccccc12 | -1%[11.5 µM] | -4% | 1% | 27% | 10% | 44%[activator]
O=C(NCc1nnc(SCC(=O)N2CCCCC2)o1)c1ccc(F)cc1 | -3% | -12% | 8% | 35%[activator] | 5% | 2%
CN(C(=O)c1cccc(S(=O)(=O)N2CCCC2)c1)C1CCCCC1 | nt | -19% | 10% | 19% | -3% | -29%
